tim10-1 inh = growth inhibitors of tim10-1 mutant yeast; hit rate 2.2% among 330,000; inhibition, % at 20 µM; S. cerevisiae tim10-1 ts strain growth, BacTiter-Glo, 24 h;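 active means inhibition of at least 40%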;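 further: mutant grown at 25 °C; 0% = DMSO wells with yeast and 100% = wells holding no yeast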
NALP3 yeast inh = inhibitors of NALP3 inflammasome in yeast; inhibition, % at 10 µM; Yeast reconstituted NLRP3/ASC/caspase-1, beta-gal luminescence, 24 h; AID 2825; hit rate 0.39% among 330,000;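 active means inhibition of 50% or more; inactive means inhibition below 50%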;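 further: plate controls were induced DMSO wells for no effect and uninduced yeast grown without galactose for full effect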
ATG4B inhibitor = ATG4B (human) cysteine protease inhibition; Q9Y4P1; AID 504462; ATG4B cleavage of LC3-PLA2, NBD-HPC fluorescence, 1 h; inhibition, % at 8.33 µM; hit rate 0.51% among 340,000; in the data active means inhibition above about 40%
hIAP activ = human IAP activation; purified human IAP, CDP-Star luminescence, 30 min; hits give high values; 1 = vehicle-only enzyme, 0 = enzyme-free background; activation factor at 10 µM; hit rate 0.16% among 330,000;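 active means activation factor of the enzyme at least 2-fold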; further: the source names both 10 and 20 µM as test concentration; values of inactives mirror those of a sister screen read the other way
Apaf-1 inh = blocks human Apaf-1 apoptosome activity. O14727. reconstituted apoptosome caspase-3 activity, DEVD-Rh110 fluorescence. hit rate 0.71% among 330,000. inhibition, % at 20 µM; active means inhibition of at least 40% at 20 µM;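 further: plate controls were DMSO wells for no effect and DEVD-CHO caspase inhibitor wells for full effect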
Target sequence (O14727 whole entry, looked up): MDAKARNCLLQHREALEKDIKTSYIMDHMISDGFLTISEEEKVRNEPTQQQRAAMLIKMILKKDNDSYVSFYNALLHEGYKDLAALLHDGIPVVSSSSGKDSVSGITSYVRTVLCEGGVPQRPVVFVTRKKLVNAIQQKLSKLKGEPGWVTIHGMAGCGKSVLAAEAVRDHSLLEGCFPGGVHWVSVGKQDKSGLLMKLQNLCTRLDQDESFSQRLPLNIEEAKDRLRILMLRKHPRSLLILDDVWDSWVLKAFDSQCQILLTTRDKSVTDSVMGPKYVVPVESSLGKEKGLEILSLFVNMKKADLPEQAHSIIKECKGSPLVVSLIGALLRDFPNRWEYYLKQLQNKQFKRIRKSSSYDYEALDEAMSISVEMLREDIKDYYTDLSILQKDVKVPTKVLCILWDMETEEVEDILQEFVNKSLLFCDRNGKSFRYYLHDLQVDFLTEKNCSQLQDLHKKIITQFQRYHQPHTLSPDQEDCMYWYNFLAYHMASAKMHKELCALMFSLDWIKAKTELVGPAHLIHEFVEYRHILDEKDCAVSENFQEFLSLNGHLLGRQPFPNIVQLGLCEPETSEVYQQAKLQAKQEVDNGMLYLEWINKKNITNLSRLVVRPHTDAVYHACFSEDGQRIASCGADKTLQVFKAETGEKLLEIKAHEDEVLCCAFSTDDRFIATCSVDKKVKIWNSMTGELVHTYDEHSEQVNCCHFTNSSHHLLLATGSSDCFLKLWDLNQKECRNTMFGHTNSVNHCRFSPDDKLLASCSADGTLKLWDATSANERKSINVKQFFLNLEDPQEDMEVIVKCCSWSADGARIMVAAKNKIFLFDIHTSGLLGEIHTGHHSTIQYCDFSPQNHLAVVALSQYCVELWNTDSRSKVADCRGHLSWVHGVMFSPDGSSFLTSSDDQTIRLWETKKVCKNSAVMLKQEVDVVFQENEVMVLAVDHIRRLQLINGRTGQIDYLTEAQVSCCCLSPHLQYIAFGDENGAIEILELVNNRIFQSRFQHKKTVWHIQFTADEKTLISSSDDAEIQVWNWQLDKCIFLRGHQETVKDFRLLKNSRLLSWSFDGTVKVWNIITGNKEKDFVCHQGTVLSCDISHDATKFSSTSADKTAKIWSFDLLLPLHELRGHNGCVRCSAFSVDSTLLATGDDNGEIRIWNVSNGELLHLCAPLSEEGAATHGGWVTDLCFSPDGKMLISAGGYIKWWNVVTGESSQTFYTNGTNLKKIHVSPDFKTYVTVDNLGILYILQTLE
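Material: biochemical Apaf-1 apoptosome reconstitution. Medium: Hepes buffer, pH 7.5. Also added: cytochrome c activation, bis-DEVD rhodamine 110 substrate. Timing: 30 min compound preincubation, 50 min activation, room temperature. Measured by: rhodamine 110 fluorescence at Ex 480/Em 540 nm.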
TIM10 inh = TIM10 yeast growth inhibition | AID 463195 | hit rate 1.4% among 330,000 | inhibition, % at 10 µM | S. cerevisiae TIM10 strain growth, BacTiter-Glo luminescence, 24 h;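 active means inhibition of 40% or more at the single tested concentration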;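 further: wild-type TIM10 isogenic control strain grown at permissive 25 °C; 0% = DMSO yeast wells and 100% = minimal medium wells without yeast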
hIAP inh = human IAP inhibition. P09923. inhibition, % at 10 µM. purified IAP, CDP-Star luminescence, 30 min. hit rate 0.12% among 330,000. AID 2544;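 active means inhibition reaching a set limit with compound at 10 µM in the primary screen, cut at about 35% in these data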;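 further: plate controls were DMSO wells with enzyme for no effect and no-enzyme buffer wells for full effect; values of inactives mirror those of a sister screen read the other way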
mIAP block = blocks mouse intestinal alkaline phosphatase; purified mouse IAP, CDP-Star luminescence, 30 min; hit rate 0.2% among 330,000; AID 2806; inhibition, % at 10 µM;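 active means inhibition of at least 40% at 10 µM in the primary screen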;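 further: plate controls were DMSO with enzyme for no effect and no enzyme wells for full effect; values of inactives mirror those of a sister screen read the other way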
mIAP act = mouse IAP activation. muIAP, CDP-Star luminescence, 30 min; hits give high values; 1 = vehicle-only enzyme signal, 0 = enzyme-free wells. activation factor at 10 µM. hit rate 0.24% among 330,000;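 active means activation factor of at least 2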; further: the source names both 10 and 20 µM as test concentration; values of inactives mirror those of a sister screen read the other way
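System: mouse IAP enzyme. Reagent: CDP-Star chemiluminescent phosphatase substrate. Benchmarks: DMSO wells, no-enzyme wells. Times: 30 min enzyme-substrate-compound incubation at room temperature. Detection: luminescence from enzymatic CDP-Star hydrolysis. Doses: test compounds delivered from DMSO solution.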
Active calls of the source: *.

How did CCOc1ccc(-n2c([S-])c(C(=O)Nc3ccc(S(=O)(=O)N4CCOCC4)cc3)[n+]3cc(C(N)=O)ccc23)cc1 do in these assays?
tim10-1 inh: -7.7; NALP3 yeast inh: 1.7; ATG4B inhibitor: -0.3; hIAP activ: 1; Apaf-1 inh: -9.8; TIM10 inh: -0.7; hIAP inh: -0.1; mIAP block: -1.5; mIAP act: 1.01

Results for COC(=O)c1ccccc1NC(=O)c1cc2n(n1)C(C(F)F)CC(C(F)F)N2 (centres undefined) ?
tim10-1 inh: -6.4; NALP3 yeast inh: 21.5; ATG4B inhibitor: -0.4; hIAP activ: 1.07; Apaf-1 inh: -16.1; TIM10 inh: 0.9; hIAP inh: -6.7; mIAP block: 0.7; mIAP act: 0.993

What do the screens show for `CN(Cc1cnccn1)C(=O)C1CCC(=O)N(CCc2ccccc2)C1` (centres undefined)?
tim10-1 inh: -0.1; NALP3 yeast inh: 7.2; ATG4B inhibitor: -4.9; hIAP activ: 0.976; Apaf-1 inh: -0.6; TIM10 inh: -7.2; hIAP inh: 2.4; mIAP block: 1.4; mIAP act: 0.986

How did CCN1CN(Cc2ccccc2)CNC1=S do in these assays?
tim10-1 inh: 8.7; NALP3 yeast inh: 17.7; ATG4B inhibitor: -1.3; hIAP activ: 0.812; Apaf-1 inh: 8.1; TIM10 inh: 0.1; hIAP inh: 18.8; mIAP block: -9.0; mIAP act: 1.09

How did CC1(C)Cc2c(c(N3CCOCC3)nc3sc(C(=O)N4CCCCC4)c(N)c23)CO1 do in these assays?
tim10-1 inh: 6.5; NALP3 yeast inh: 19.5; ATG4B inhibitor: 1.8; hIAP activ: 0.833; Apaf-1 inh: 7.6; TIM10 inh: -0.5; hIAP inh: 16.7; mIAP block: 7.4; mIAP act: 0.926

Results for CC(=O)N1C(=O)C(=C2C=C(C)OC(C)=C2)c2ccccc21 ?
tim10-1 inh: 25.4; NALP3 yeast inh: 40.7; ATG4B inhibitor: -4.3; hIAP activ: 0.867; Apaf-1 inh: -3.3; TIM10 inh: -0.6; hIAP inh: 13.3; mIAP block: 11.2; mIAP act: 0.888

Results for COc1cc(C(=O)NCC2CCCO2)ccc1OCc1ccc(Cl)cc1Cl (centres undefined) ?
tim10-1 inh: 43.0*; NALP3 yeast inh: 28.9; ATG4B inhibitor: 5.9; hIAP activ: 1.2; Apaf-1 inh: 27.9; TIM10 inh: 17.6; hIAP inh: -20.3; mIAP block: 0.5; mIAP act: 0.995

How did O=C(N/N=C/c1ccc(Br)s1)c1ccncc1 do in these assays?
tim10-1 inh: -6.9; NALP3 yeast inh: 11.5; ATG4B inhibitor: -0.2; hIAP activ: 1.06; Apaf-1 inh: -5.5; TIM10 inh: -4.9; hIAP inh: -5.6; mIAP block: 4.7; mIAP act: 0.953

What do the screens show for `Cc1ccc(Cn2ccc(NC(=O)c3cc(-c4cccs4)on3)n2)cc1`?
tim10-1 inh: 13.9; NALP3 yeast inh: 14.7; ATG4B inhibitor: 1.3; hIAP activ: 1.14; Apaf-1 inh: 10.3; TIM10 inh: -16.5; hIAP inh: -14.2; mIAP block: -0.7; mIAP act: 1.01

Results for CCN(CC)C(=O)Cn1cc(C(=O)C(=O)NCCCN2CCCCC2)c2ccccc21 ?
tim10-1 inh: 3.4; NALP3 yeast inh: 23.5; ATG4B inhibitor: -3.3; hIAP activ: 1.21; Apaf-1 inh: 4.1; TIM10 inh: 7.4; hIAP inh: -21.0; mIAP block: 0.2; mIAP act: 0.998

How did COc1ccccc1CC(=O)NC1CCC(C)CC1 (centres undefined) do in these assays?
tim10-1 inh: 21.2; NALP3 yeast inh: 0.5; ATG4B inhibitor: 1.3; hIAP activ: 1.06; Apaf-1 inh: 6.8; TIM10 inh: -1.7; hIAP inh: -5.7; mIAP block: -7.0; mIAP act: 1.07

How did CCOC(=O)Cn1c(=NC(=O)C(C)(C)C)sc2cc([N+](=O)[O-])ccc21 do in these assays?
tim10-1 inh: 11.4; NALP3 yeast inh: 22.9; ATG4B inhibitor: -7.9; hIAP activ: 0.942; Apaf-1 inh: -6.2; TIM10 inh: 28.8; hIAP inh: 5.8; mIAP block: 9.8; mIAP act: 0.902

What do the screens show for `COc1ccc2[nH]c(C(=O)NCCN3CCCCC3)cc2c1`?
tim10-1 inh: -7.2; NALP3 yeast inh: 0.9; ATG4B inhibitor: 3.6; hIAP activ: 0.928; Apaf-1 inh: -5.4; TIM10 inh: -11.7; hIAP inh: 7.2; mIAP block: -4.9; mIAP act: 1.05

What do the screens show for `CC(=O)N1CCc2cc(S(=O)(=O)CCC(=O)N3CCN(c4cc(C)ccc4C)CC3)ccc21`?
tim10-1 inh: 5.9; NALP3 yeast inh: 2.5; ATG4B inhibitor: -9.7; hIAP activ: 0.92; Apaf-1 inh: 17.2; TIM10 inh: 2.8; hIAP inh: 8.0; mIAP block: -2.4; mIAP act: 1.02

Results for CC1CC(=O)N(CC(=O)NC2CCCCC2)c2ccccc2S1 (centres undefined) ?
tim10-1 inh: 37.1; NALP3 yeast inh: 1.2; ATG4B inhibitor: -0.2; hIAP activ: 1.22; Apaf-1 inh: 0.1; TIM10 inh: 21.9; hIAP inh: -22.2; mIAP block: -1.3; mIAP act: 1.01

How did COc1ccc(C(=O)NCc2ccccc2OC)cc1 do in these assays?
tim10-1 inh: -1.7; NALP3 yeast inh: 16.8; ATG4B inhibitor: 4.9; hIAP activ: 0.838; Apaf-1 inh: -8.5; TIM10 inh: 3.2; hIAP inh: 16.2; mIAP block: 4.7; mIAP act: 0.953

What do the screens show for `CCN(CC)c1ccc2cc(C(N)=O)c(=O)oc2c1`?
tim10-1 inh: 2.8; NALP3 yeast inh: 28.4; ATG4B inhibitor: 5.2; hIAP activ: 1.03; Apaf-1 inh: -18.9; TIM10 inh: 4.0; hIAP inh: -3.1; mIAP block: -7.8; mIAP act: 1.08

Results for COc1ccc(C(=O)NNC(=O)C2=NN(c3ccccc3)C(=O)CC2)cc1 ?
tim10-1 inh: -2.2; NALP3 yeast inh: 24.2; ATG4B inhibitor: -7.8; hIAP activ: 1.53; Apaf-1 inh: -6.7; TIM10 inh: 4.8; hIAP inh: -53.4; mIAP block: 5.0; mIAP act: 0.95

How did CC(C)n1c(O)c(/C=C2\C=Nc3ccccc32)sc1=Nc1ccccc1 do in these assays?
tim10-1 inh: 24.6; NALP3 yeast inh: 8.2; ATG4B inhibitor: 18.3; hIAP activ: 1.03; Apaf-1 inh: 3.0; TIM10 inh: 24.3; hIAP inh: -3.4; mIAP block: 14.0; mIAP act: 0.86

What do the screens show for `Cc1ccc(C)c(-n2c(SCC(=O)Nc3nonc3C)nnc2-c2ccoc2C)c1`?
tim10-1 inh: 30.6; NALP3 yeast inh: 5.2; ATG4B inhibitor: -12.7; hIAP activ: 0.925; Apaf-1 inh: 14.3; TIM10 inh: 15.5; hIAP inh: 7.5; mIAP block: -4.3; mIAP act: 1.04

Fetched one by one from above:
How did CCN1CN(Cc2ccccc2)CNC1=S do in these assays?
tim10-1 inh: 8.7; NALP3 yeast inh: 17.7; ATG4B inhibitor: -1.3; hIAP activ: 0.812; Apaf-1 inh: 8.1; TIM10 inh: 0.1; hIAP inh: 18.8; mIAP block: -9.0; mIAP act: 1.09

How did CC1(C)Cc2c(c(N3CCOCC3)nc3sc(C(=O)N4CCCCC4)c(N)c23)CO1 do in these assays?
tim10-1 inh: 6.5; NALP3 yeast inh: 19.5; ATG4B inhibitor: 1.8; hIAP activ: 0.833; Apaf-1 inh: 7.6; TIM10 inh: -0.5; hIAP inh: 16.7; mIAP block: 7.4; mIAP act: 0.926

Next section.
Results for N#C/C(=C\c1ccc(Br)s1)C(=O)N1CCN(c2ccccc2)CC1 ?
tim10-1 inh: -5.0; NALP3 yeast inh: 24.8; ATG4B inhibitor: -5.1; hIAP activ: 1.06; Apaf-1 inh: 12.0; TIM10 inh: -20.1; hIAP inh: -5.7; mIAP block: 10.6; mIAP act: 0.894

Results for COC(=O)C1=C(C)C(c2ccc(OC)cc2)NC(=S)N1 (centres undefined) ?
tim10-1 inh: 22.2; NALP3 yeast inh: -1.7; ATG4B inhibitor: -2.8; hIAP activ: 0.895; Apaf-1 inh: 8.6; TIM10 inh: -12.5; hIAP inh: 10.5; mIAP block: -5.0; mIAP act: 1.05

What do the screens show for `COCCCNC(=O)c1ccccc1N(Cc1ccccc1)S(=O)(=O)c1ccccc1`?
tim10-1 inh: 22.1; NALP3 yeast inh: 19.0; ATG4B inhibitor: -6.8; hIAP activ: 1.2; Apaf-1 inh: 0.9; TIM10 inh: -5.3; hIAP inh: -20.3; mIAP block: -14.3; mIAP act: 1.14

How did Cc1ccc2nc(SCc3nc4ccccc4c(=O)[nH]3)[nH]c2c1 do in these assays?
tim10-1 inh: -18.6; NALP3 yeast inh: 11.5; ATG4B inhibitor: 0.0; hIAP activ: 1.73; Apaf-1 inh: 12.2; TIM10 inh: -3.3; hIAP inh: -73.4; mIAP block: 25.2; mIAP act: 0.748

How did C=CCn1c(SC(C)C(=O)NC2(C#N)CCCCC2)nnc1-c1ccc(OC)cc1 (centres undefined) do in these assays?
tim10-1 inh: 20.4; NALP3 yeast inh: 15.9; ATG4B inhibitor: -12.4; hIAP activ: 1.11; Apaf-1 inh: -1.5; TIM10 inh: 12.3; hIAP inh: -11.0; mIAP block: 2.7; mIAP act: 0.973

Results for CN(C)c1ccc(NC(=O)CSc2nc(N)c(C(=O)Nc3ccc(N(C)C)cc3)s2)cc1 ?
tim10-1 inh: 1.8; NALP3 yeast inh: 21.4; ATG4B inhibitor: -6.0; hIAP activ: 1.26; Apaf-1 inh: 17.5; TIM10 inh: 18.2; hIAP inh: -26.0; mIAP block: 10.5; mIAP act: 0.895

Results for Cc1c(Cl)cccc1-n1c(SCC(=O)N2CCC(C(=O)O)CC2)nnc1-c1ccncc1 ?
tim10-1 inh: 8.8; NALP3 yeast inh: 4.7; ATG4B inhibitor: -3.2; hIAP activ: 1.03; Apaf-1 inh: -1.0; TIM10 inh: -6.7; hIAP inh: -3.3; mIAP block: -11.3; mIAP act: 1.11

Results for O=C(CCc1nc2ccccc2c(=O)[nH]1)OCc1nnc(-c2ccccc2)o1 ?
tim10-1 inh: 5.8; NALP3 yeast inh: 10.7; ATG4B inhibitor: -1.5; hIAP activ: 0.969; Apaf-1 inh: 1.3; TIM10 inh: 1.4; hIAP inh: 3.1; mIAP block: 6.7; mIAP act: 0.933

How did CN(C(=O)CSc1ncnc2sccc12)C1CCCCC1 do in these assays?
tim10-1 inh: 13.2; NALP3 yeast inh: 28.6; ATG4B inhibitor: -14.0; hIAP activ: 0.896; Apaf-1 inh: 3.4; TIM10 inh: 6.4; hIAP inh: 10.4; mIAP block: 7.2; mIAP act: 0.928

What do the screens show for `CC(Sc1nnc(CN2CCCC2)n1Cc1ccccc1)C(=O)Nc1ccccc1` (centres undefined)?
tim10-1 inh: -5.0; NALP3 yeast inh: 10.6; ATG4B inhibitor: -5.7; hIAP activ: 0.913; Apaf-1 inh: 2.6; TIM10 inh: -7.6; hIAP inh: 8.7; mIAP block: -5.4; mIAP act: 1.05

Results for COCc1[nH][nH]c(=O)c1C=Nc1ccc(C(F)(F)F)cc1 ?
tim10-1 inh: 4.7; NALP3 yeast inh: 9.8; ATG4B inhibitor: 1.9; hIAP activ: 1.01; Apaf-1 inh: -1.5; TIM10 inh: 5.2; hIAP inh: -1.2; mIAP block: 10.7; mIAP act: 0.893

How did CCCCNC(=O)COC(=O)c1ccc(C)c(NC(=O)c2ccco2)c1 do in these assays?
tim10-1 inh: 5.1; NALP3 yeast inh: 0.2; ATG4B inhibitor: -5.4; hIAP activ: 1.13; Apaf-1 inh: -7.6; TIM10 inh: -6.8; hIAP inh: -12.6; mIAP block: -0.4; mIAP act: 1
